LGR2 inh: inhibitors of bursicon-induced LGR2 CRE-luciferase signal, primary screen, cell-based, HEK293, CRE-luciferase reporter, bursicon stimulation. bursicon-stimulated, 4 h. 0.35% of 380,000 active. Drosophila bursicon receptor LGR2 (rickets). inhibition, % at 9.99 µM. AID 720647, 2013;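 active = drop in luminescence signal, shown as inhibition above about 50% in the replicate tests, limit read from the data, passing the limit was not always enough; inconclusive = probably only some replicates passing the limit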;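 also: agonist challenge used bursicon conditioned medium at about half maximal strength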
S100A4 inh HTS: inhibitors of S100A4-myosin IIA peptide binding, primary screen, biochemical, fluorescence polarization, TAMRA-MyoIIA peptide | inhibition, % at 10.7 µM | 0.14% of 360,000 active;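 active = mean inhibition of at least 70% across replicates, with every replicate also reaching that level; inconclusive = mean inhibition reaches 70% but some replicates fall short; inactive = mean inhibition below 70%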
Target sequence (P26447 whole entry, looked up): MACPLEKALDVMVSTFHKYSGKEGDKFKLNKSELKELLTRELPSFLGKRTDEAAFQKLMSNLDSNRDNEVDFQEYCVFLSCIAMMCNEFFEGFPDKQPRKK
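Material: S100A4 monomer protein | Medium: HEPES pH 7.2 with CaCl2, KCl, NaCl, DTT, Triton | Reagent: Labelled myosin peptide probe, 5 nM | Doses: One dose per compound | Times: 5 min incubation before reading | Benchmarks: Neutral control DMSO, positive control TFP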
C2C12 statin: suppressors of statin myotoxicity in C2C12 myotubes, primary screen, cell-based, single point, plate reader. C2C12 myotubes + simvastatin, ATP luminescence, 48 h; scaled: DMSO 0, geranylgeraniol control 100. 0.78% of 330,000 active. AID 602340, 2012. rescue of ATP level, % at 7.49 µM;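 active = mean ATP rescue above about 67%, or every replicate alone reaching that limit, limit read from the data, passing the limit was not always enough; inconclusive = no clear call, values can overlap the other calls; inactive = mean under the limit and some replicate under it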;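 also: myotubes were challenged with 10 µM simvastatin during compound exposure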
FN deposition inh: inhibitors of fibronectin matrix deposition, primary screen, AH1F cells, Alexa488-fibronectin fluorescence, plate reader | AH1F fibroblasts, overnight | inhibition, % at 12.6 µM | 0.086% of 350,000 active;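 active = mean inhibition across replicates of 30% or more, regardless of how many single replicates reach that level; inconclusive = mean under 30% yet at least half of replicates reach 30%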;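 also: positive control wells lacked labelled fibronectin entirely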
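test system = AH1F fibroblasts assembling fluorescent fibronectin matrix | quantity = 10000 AH1F cells per well | buffer or medium = DMEM plus 2% serum, read in PBS | doses = single dose, pinned | incubation = 1 h cell attachment, overnight exposure to compound and label | detection = fluorescence at 485 nm excitation, 525 nm emission | read-out basis = inhibition from reduced deposited-fibronectin fluorescence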
SIRT5 block: SIRT5 desuccinylase inhibitors, primary screen, biochemical, fluorescence imaging, single point, set 5 | inhibition, % at 15 µM | AID 652115, 2013 | Purified SirT5, succinyl-peptide AMC, trypsin-coupled fluorescence | 1.1% of 330,000 active | NAD-dependent protein deacylase sirtuin-5, mitochondrial (Homo sapiens), Q9NXA8; in the data active = inhibition above about 15%; inconclusive = no clear call, values can overlap the other calls
Target sequence (Q9NXA8 whole entry, looked up): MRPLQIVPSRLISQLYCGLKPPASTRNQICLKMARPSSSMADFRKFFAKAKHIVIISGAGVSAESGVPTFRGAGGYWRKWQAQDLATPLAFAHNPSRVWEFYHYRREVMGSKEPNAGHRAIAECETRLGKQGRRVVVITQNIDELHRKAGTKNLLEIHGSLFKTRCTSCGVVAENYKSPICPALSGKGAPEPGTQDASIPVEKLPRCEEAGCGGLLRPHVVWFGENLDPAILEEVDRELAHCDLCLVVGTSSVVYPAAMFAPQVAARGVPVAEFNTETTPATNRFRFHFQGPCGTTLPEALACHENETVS
Casp6 inh: human caspase-6 inhibitors, primary screen, biochemical, VEID-R110 fluorescence, single point, set 2. AID 686996, 2013. purified caspase-6, Z-VEID-R110 cleavage fluorescence. 0.53% of 350,000 active. inhibition, % at 12.5 µM;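 active = mean inhibition across replicates at least about 35%, with every replicate also reaching that limit, limit read from the data; inconclusive = only one of the two criteria met; inactive = neither criterion met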;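 also: 0% = median of neutral control wells and 100% = no fluorescence left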
Target sequence (P55212 24-179 limits assumed): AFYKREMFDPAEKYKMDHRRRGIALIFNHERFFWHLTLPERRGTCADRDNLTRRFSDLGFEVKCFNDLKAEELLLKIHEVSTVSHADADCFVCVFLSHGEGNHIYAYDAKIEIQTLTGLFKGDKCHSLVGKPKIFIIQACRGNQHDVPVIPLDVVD
Target sequence (P55212 194-293 limits assumed): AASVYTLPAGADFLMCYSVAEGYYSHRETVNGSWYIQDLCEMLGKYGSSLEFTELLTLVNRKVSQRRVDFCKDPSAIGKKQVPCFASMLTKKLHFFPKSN
esBAF inh: Bmi1 luciferase reporter increase in mESCs, primary screen, esBAF inhibitor project, mouse ES cells, Bmi1 luciferase knock-in, single point. 24 h; 100% = twice the neutral-well signal. reporter increase, % at 12.5 µM. 2% of 350,000 active. AID 602393, 2012; in the data active = activation above about 40%; inconclusive = no clear call, values can overlap the other calls;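 also: 0% = median of the plate's neutral control wells and 100% = double that signal; a rise in the Bmi1 reporter signal indicates esBAF inhibition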
Starred values were filed as active, the others as inactive; ? = inconclusive; / = not tested or not shown.

SMILES | LGR2 inh | S100A4 inh HTS | C2C12 statin | FN deposition inh | SIRT5 block | Casp6 inh | esBAF inh
CCOc1ccc(NC(=O)CSc2nc3cc(C(=O)NCC4CCCO4)ccc3c(=O)n2CC2CCCO2)cc1 (stereo not given) | 14 | -6 | 6 | / | / | 8 | 9
CCCC#Cc1ccc([C@H]2[C@@H](CO)N3C(=O)CN(C(=O)Nc4ccc(F)cc4)C[C@@H]23)cc1 | 20 | 1 | / | / | -2 | 1 | /
COc1ccc(OCc2ccc(C(=O)NN)cc2)cc1 | -23 | / | 9 | -6 | / | / | -3
Cc1cc(C)c2nc(N3CCC(C(=O)N4CCCC4)CC3)sc2c1 | 9 | -1 | 21 | / | 1 | -3 | 10
Cc1nc(C)c(C(=O)O)s1 | 0 | -1 | -1 | -2 | -5 | -4 | -3
C[C@H]1CN([C@@H](C)CO)C(=O)Cc2cc(NC(=O)CCN3CCOCC3)ccc2O[C@@H]1CN(C)S(=O)(=O)c1cccs1 | -17 | 1 | -21 | / | -3 | -1 | -2
COCC(=O)N1[C@H](CNC(=O)c2ccccn2)[C@@H](c2ccccc2)[C@@H]1CO | -2 | / | -32 | -7 | / | / | -1
Cc1ccc(S(=O)(=O)Cc2ccc(C(=O)OCc3ccccc3)cc2)cc1 | -21 | / | -3 | / | / | / | -6
CCN1[C@@H]2c3ccc(/C=C/c4ccccc4)c(=O)n3C[C@H]1[C@H](CO)[C@H]2C(=O)NC1Cc2ccccc2C1 | -7 | 5 | / | / | / | 2 | /
O=C(Nc1ccc(S(=O)(=O)Nc2nccs2)cc1)c1ccccc1OC(F)F | -2 | -6 | 6 | / | 5 | -3 | 8
COCCCNC(=O)c1cc(-c2cccnc2)nc2ccccc12 | 5 | -2 | 5 | 2 | 2 | -1 | -2
CCNC(=O)C1(C)CCN(C(=O)c2ccc(C#N)cc2)C1 (stereo not given) | -15 | -10 | 7 | -11 | -4 | 0 | -2
COCCn1c(C)cc(C(=O)COc2ccc(N(C)S(=O)(=O)c3ccc(C)cc3)cc2)c1C | 5 | 10 | -43 | 7 | 0 | 2 | -1
O=C(O)Cc1ccc(NCc2ccccc2Cl)cc1 | -28 | -2 | / | -1 | 1 | 8 | /
C[C@H]1CN([C@@H](C)CO)C(=O)c2cc(NC(=O)Nc3cccc4ccccc34)ccc2O[C@@H]1CN(C)CC1CCCCC1 | -9 | 4 | 34 | / | -4 | -2 | 0
Cc1ccc(NC(=O)CNc2cc(S(=O)(=O)N3CCOCC3)ccc2NCC2CCCO2)cc1F (stereo not given) | -2 | -3 | 0 | -3 | 0 | 1 | 2
O=C1CCCC2=C1C(c1ccsc1)CC(=O)N2c1ccccc1 (stereo not given) | / | / | 2 | 4 | / | / | -10
COCC(=O)N(C)C[C@@H]1Oc2cc(-c3ccccc3F)ccc2S(=O)(=O)N([C@@H](C)CO)C[C@H]1C | 4 | -3 | -16 | -12 | 2 | -1 | -6
C[C@H](CO)N1C[C@H](C)[C@H](CN(C)S(=O)(=O)c2ccc(Cl)cc2)Oc2ccc(NC(=O)Cn3cnnn3)cc2C1=O | -7 | 5 | 6 | / | 4 | 2 | -2
O=C1/C(=C/c2ccc(Cl)cc2)SC(=S)N1CCC(=O)N1CCCCC1CCO (stereo not given) | 15 | -10 | 1 | 2 | -1 | 4 | -4
COc1cc(C(=O)Nc2ccc(C)cc2)c(-n2cnnn2)cc1OC | / | -4 | -5 | -5 | 1 | 1 | 4
CC(=O)Nc1cccc(NC(=O)c2ccc(C(=O)Nc3cccc(NC(C)=O)c3)nc2)c1 | -13 | -2 | / | 3 | -1 | -2 | /
COc1ccccc1C(=O)NNC1=NS(=O)(=O)c2ccccc21 | / | -1 | -11 | 2 | 3 | -40 | 0
CNC(=O)c1c(NC(=O)c2ccco2)sc2c1CCC2 | -14 | -3 | -11 | 5 | 2 | 4 | 18
CC(C)c1ccc(-c2csc3ncnc(N4CCN(C)CC4)c23)cc1 | -2 | -4 | 20 | -3 | -1 | -3 | -4
(continued)
SMILES | LGR2 inh | S100A4 inh HTS | C2C12 statin | FN deposition inh | SIRT5 block | Casp6 inh | esBAF inh
CCOC(=O)CON1C(=O)C(=O)N(OCC(=O)OCC)C2CCCCC21 (stereo not given) | 9 | 0 | / | 7 | -1 | 1 | /
O=S1(=O)C[C@H](N2CCN(CCO)CC2)[C@@H](COCc2ccccc2)N1 | -22 | -2 | 12 | 1 | -5 | -6 | -2
Cc1ccc(S(=O)(=O)c2cc3c(=O)n4ccccc4nc3n(Cc3ccco3)c2=N)cc1 | / | / | 1 | -7 | / | / | 4
CCN1CCN(Cc2ccc(NC(=O)Nc3ccccc3Cl)cc2)CC1 | -42 | -2 | -17 | 8 | / | -6 | -9
COC(=O)c1ccc(COc2ccc(C(C)(C)C)cc2)o1 | -194 | 5 | 4 | -2 | -3 | 1 | ?
OC1COC(c2ccccc2)OC1C(O)C1OC(c2ccccc2)OCC1O (stereo not given) | 26 | -2 | 13 | 0 | / | -3 | /
COc1cccc(CN(C)CC(=O)Nc2cc(S(=O)(=O)N3CCCC3)ccc2Cl)c1OC | 5 | -3 | -2 | 2 | 0 | 2 | 0
Cc1cccc(Oc2ncnc3onc(C)c23)c1 | 4 | / | 5 | / | / | / | 1
CCN1[C@@H]2c3ccc(C4=CCCC4)c(=O)n3C[C@@H]2[C@@H](CO)[C@@H]1C(=O)NCc1cccc(OC)c1 | -6 | -30 | 4 | / | 0 | -4 | 5
COc1ccc(OC)c(CNC(=O)CCn2c(=O)c3cccn3c3ccc(F)cc32)c1 | 3 | 2 | 2 | 2 | -6 | 2 | -4
CCOC(=O)c1cn(CC(=O)Nc2ccc(C(C)C)cc2)nn1 | / | / | 0 | -4 | / | / | -5
CN(C)S(=O)(=O)Oc1cc(Cl)ccc1C(=O)Nc1ccc(F)cc1F | 11 | -4 | / | -5 | -4 | 1 | /
O=c1oc([C@@H](O)c2ccccc2)cc2ccccc12 | 11 | -7 | 6 | 0 | 1 | 0 | 4
CCN(CC)S(=O)(=O)c1ccc(Cl)c(NC(=O)COC(=O)c2nc3nc(C)cc(C)n3n2)c1 | 12 | -1 | -3 | -9 | -5 | -2 | -4
COc1ccc(Br)cc1S(=O)(=O)N1CCN=C1c1ccccc1 | 10 | -16 | 1 | / | -15 | 0 | -7
O=C(O)c1ccc(NC(=O)c2ccccc2NC(=O)c2cccc(Br)c2)cc1 | 3 | -8 | 12 | 1 | -1 | -1 | -9
COCCNC(=O)C1(C)C=CC2(CCCCC2)N1C(=O)c1ccccc1 (stereo not given) | 1 | -1 | 3 | 2 | -7 | 0 | 0
O=C(Nc1ncnc2c1CCC2)C12CC3CC(CC(C3)C1)C2 | -14 | -3 | -4 | / | 0 | 3 | 3
CCOC(=O)c1ccc(-c2csc(NC(=O)CN3CCC(C)CC3)n2)cc1 | 10 | 0 | 27 | -2 | -1 | 1 | 13
c1ccc(-n2ncc3c(NCc4ccccn4)ncnc32)cc1 | -49 | 2 | -30 | / | -4 | 2 | 24
O=C(c1cccnc1)N1CC[C@H]2[C@H](CO)Nc3ccc(-c4ccccc4)cc3[C@H]21 | 27 | 7 | 5 | -5 | 6 | 0 | -4
CCC(=O)N1[C@H](CO)[C@H](c2ccccc2)C12CN(C(=O)NC1CCCC1)C2 | 2 | 61 | / | / | 4 | 6 | /
CCOC(=O)c1ccc(Nc2cc(C)nc(N3CCOCC3)n2)cc1 | / | / | -17 | 6 | / | / | 0
Cc1ccc(-c2ccc3c(c2)O[C@@H](CN(C)C(=O)C2CC2)[C@H](C)CN([C@H](C)CO)S3(=O)=O)cc1 | -18 | 2 | 12 | 6 | 9 | 2 | -2
O=C(Nc1ccc2c(c1)C(=O)OC2)c1ccc(Cl)cc1Cl | -19 | 0 | -10 | -11 | 0 | 0 | 53*
The list goes on:
SMILES | LGR2 inh | S100A4 inh HTS | C2C12 statin | FN deposition inh | SIRT5 block | Casp6 inh | esBAF inh
CO[C@H]1CN(C)C(=O)c2cc(NC(=O)NC(C)C)ccc2OC[C@@H](C)N(Cc2ccccc2)C[C@@H]1C | -9 | 1 | 0 | -5 | 8 | -1 | 7
Cc1ccc(S(=O)(=O)N2CCOC2CNC(=O)C(=O)NCc2ccncc2)cc1 (stereo not given) | 1 | 6 | -8 | -2 | 4 | -1 | 0
O=C(O)C(Nc1nc(C(F)(F)F)nc2ccccc12)c1ccccc1 (stereo not given) | 1 | 4 | 5 | 5 | -2 | 2 | -7
O=C(Nc1cccc2cccnc12)c1ccc(Cl)cc1Cl | / | -19 | -1 | 4 | -3 | -2 | 39
Cc1ccc(S(=O)(=O)Nc2cccc(C(=O)N3CCCC3)c2)cc1F | 10 | -1 | -2 | 4 | -3 | -3 | 3
O=C(NNc1ncnc2c1cnn2-c1ccc(F)cc1)c1cccs1 | -8 | -4 | -7 | / | -3 | / | 2
COc1ccccc1C(=O)N1C[C@H]2[C@@H](c3ccccc31)[C@@H](CO)N2CC1CCOCC1 | 6 | / | -5 | / | / | / | -5
O=C(c1ccco1)N1CCN(C2CN(Cc3cn(Cc4ccccc4C(F)(F)F)nn3)S(=O)(=O)C2)CC1 (stereo not given) | -6 | -3 | -3 | 2 | -3 | 2 | 2
O=C(NC(=S)Nc1ccc([N+](=O)[O-])cc1)c1ccco1 | -28 | 1 | -52 | -7 | 0 | 6 | 26
Cc1ccc2c(c1)C=CC(C#N)N2C(=O)c1ccccc1 (stereo not given) | -4 | 1 | / | 0 | -1 | 2 | /
CCCC(=O)Nc1ccc2c(c1)OC[C@@H](C)N(C(=O)c1ccccc1F)C[C@H](C)[C@@H](OC)CN(C)C2=O | 3 | / | -2 | -3 | / | / | 3
CC1(NC(=O)NCc2ccccc2)CCS(=O)(=O)C1 (stereo not given) | -3 | 3 | 7 | 3 | 4 | 2 | 4
CCC(=O)N[C@@H]1C=C[C@@H](CC(=O)NCC2CC2)O[C@@H]1CO | -1 | 9 | / | -5 | 0 | 7 | /
CC(=O)c1c(C)n(-c2ccc(Br)cc2)c2ccc(O)cc12 | 12 | 4 | 1 | -1 | 3 | -3 | -9
Cc1cc(/C=C2/C(=O)N(C)C(=S)N2C)c(C)n1C1CC1 | -17 | -14 | -4 | -10 | -2 | 4 | 10
CC1CC1C(=O)OCC(=O)Nc1ccccc1Oc1ccccc1 (stereo not given) | 13 | -10 | / | -13 | -2 | 0 | /
Cc1ccccc1C(=O)Nc1cccc(-c2ccc(N3CCOCC3)nn2)c1 | 4 | -4 | -5 | 4 | -4 | -3 | 60*

Reprinted at random: four records from the list
SMILES | LGR2 inh | S100A4 inh HTS | C2C12 statin | FN deposition inh | SIRT5 block | Casp6 inh | esBAF inh
COc1ccccc1C(=O)N1C[C@H]2[C@@H](c3ccccc31)[C@@H](CO)N2CC1CCOCC1 | 6 | / | -5 | / | / | / | -5
OC1COC(c2ccccc2)OC1C(O)C1OC(c2ccccc2)OCC1O (stereo not given) | 26 | -2 | 13 | 0 | / | -3 | /
O=c1oc([C@@H](O)c2ccccc2)cc2ccccc12 | 11 | -7 | 6 | 0 | 1 | 0 | 4
CCOC(=O)c1ccc(-c2csc(NC(=O)CN3CCC(C)CC3)n2)cc1 | 10 | 0 | 27 | -2 | -1 | 1 | 13

Only part of the results is shown, so the mix of outcomes need not match the whole.
